MT1-MMP act inh – inhibitors of human MT1-MMP activation. AID 651647. 0.061% of 360,000 active. GFP/RFP ratio change, % at 20 µM. P50281. HT1080 RFP-PRO-GFP cells, GFP/RFP ratio fluorescence, overnight; percent of plate control window, DMSO zero;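 active = GFP/RFP ratio change of at least 30% with cell ATP level not reduced by more than half and red fluorescence within 50% of control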; note: strong numbers were not always called active
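Assay system: RFP-PRO-GFP reporter HT1080 cells; read-out basis: GFP/RFP fluorescence ratio; benchmarks: DMSO wells and RFP-L50D-GFP cells; doses: 20 µM single dose, 1% DMSO; schedule: overnight cell settling, then overnight compound exposure, 37 °C, 5% CO2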
DNMT1 block – inhibitors of human DNMT1; P26358; DNMT1 molecular beacon, Hinp1I cleavage, fluorescence; inhibition (reported as % activation of signal), % at 10 µM; 0.83% of 360,000 active; AID 588458; in the data active = inhibition above about 50%
Target sequence (P26358 504-1616 limits assumed): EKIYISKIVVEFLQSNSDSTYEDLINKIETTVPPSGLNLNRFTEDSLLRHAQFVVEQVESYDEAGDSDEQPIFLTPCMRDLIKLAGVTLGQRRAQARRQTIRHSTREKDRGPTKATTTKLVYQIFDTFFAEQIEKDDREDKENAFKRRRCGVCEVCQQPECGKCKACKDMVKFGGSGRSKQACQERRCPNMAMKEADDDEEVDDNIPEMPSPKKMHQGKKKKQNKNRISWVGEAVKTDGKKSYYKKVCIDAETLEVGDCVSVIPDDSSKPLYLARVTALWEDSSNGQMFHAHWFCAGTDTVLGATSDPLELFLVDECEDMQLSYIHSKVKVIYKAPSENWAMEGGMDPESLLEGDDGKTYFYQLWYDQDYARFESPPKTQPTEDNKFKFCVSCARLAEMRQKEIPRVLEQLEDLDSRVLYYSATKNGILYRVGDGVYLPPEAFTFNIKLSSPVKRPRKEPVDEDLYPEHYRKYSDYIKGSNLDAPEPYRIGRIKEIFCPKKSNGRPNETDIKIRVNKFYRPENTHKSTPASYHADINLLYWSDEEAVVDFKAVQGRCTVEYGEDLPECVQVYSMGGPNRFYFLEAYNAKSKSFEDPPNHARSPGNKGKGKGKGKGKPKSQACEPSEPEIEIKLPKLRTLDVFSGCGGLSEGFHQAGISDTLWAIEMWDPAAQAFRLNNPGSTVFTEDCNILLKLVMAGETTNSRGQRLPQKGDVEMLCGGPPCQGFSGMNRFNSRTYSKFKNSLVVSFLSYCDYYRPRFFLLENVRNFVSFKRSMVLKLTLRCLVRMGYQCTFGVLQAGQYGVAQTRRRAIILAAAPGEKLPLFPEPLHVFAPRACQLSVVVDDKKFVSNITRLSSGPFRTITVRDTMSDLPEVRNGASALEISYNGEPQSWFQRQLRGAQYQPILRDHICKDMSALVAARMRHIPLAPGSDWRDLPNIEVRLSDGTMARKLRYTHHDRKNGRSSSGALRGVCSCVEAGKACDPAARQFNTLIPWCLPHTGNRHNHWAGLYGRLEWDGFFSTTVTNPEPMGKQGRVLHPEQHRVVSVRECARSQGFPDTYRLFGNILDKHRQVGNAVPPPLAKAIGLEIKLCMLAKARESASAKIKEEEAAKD
STEP inh – STEP (human) phosphatase inhibition. P54829. recombinant STEP, OMFP fluorogenic substrate, fluorescence. inhibition, % at 20 µM. 0.25% of 360,000 active. AID 588621;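 active = inhibition at 20 µM, scaled per plate between control wells, above about 37%, limit read from the data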;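 note: 0% = DMSO with enzyme and substrate and 100% = substrate only without enzyme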
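material = STEP tyrosine phosphatase | reagent = fluorogenic phosphatase substrate OMFP at 25 µM final | doses = single compound dose of 20 µM, 1% DMSO final | schedule = 20 min reaction, room temperature, in the dark | measured by = fluorescence, 480/540 nm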
Scp1 inh – blocks human Scp-1 phosphatase activity | Q9GZU7 | Recombinant Scp1, phosphopeptide, malachite green phosphate absorbance | inhibition, % at 20 µM | 0.88% of 340,000 active;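 active = inhibition above about 50% at 20 µM, limit read from the data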;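 note: plate controls were DMSO wells with enzyme for no effect and wells lacking enzyme for full effect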
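System: truncated SCP-1 phosphatase (76-261aa); medium: Tris acetate buffer pH 5.5 with MgCl2 and Tween-20; incubation: 45 min room-temperature reaction, 5 min colour, 30 min stabiliser; compound: single 20 µM dose, 1% DMSO; reagent: Phosphorylated 17-residue peptide substrate; read-out: % inhibition at 20 µM; technique: colorimetric free-phosphate detection, absorbance 630 nm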
SKN-1 block – C. elegans SKN-1 inhibition | C. elegans VP596 Pgst-4::GFP/RFP ratio, acrylamide-induced, 24 h | inhibition, % at 21.8 µM | 0.49% of 360,000 active | AID 624304;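 active = interference check ratio from 0.5 to 1.5 plus GFP to RFP signal ratio inhibition reaching or exceeding a fixed threshold, cut at about 30% in these data, passing the limit was not always enough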; note: some compounds called inactive have numbers as strong as hits
LMPTP block – LMPTP (human) inhibition; recombinant LMPTP-A, OMFP fluorogenic substrate, fluorescence intensity; P24666; inhibition, % at 20 µM; 0.22% of 360,000 active; AID 651560;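 active = compounds that cut the enzyme signal by at least half of the control window in the single-dose screen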;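 note: plate controls were DMSO wells with enzyme plus substrate for no effect and substrate without enzyme for full effect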
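Buffer or medium: Bis-Tris pH 6.0, DTT, detergent; Assay system: LMPTP-A enzyme; Quantity: 0.625 nM enzyme; Detection: endpoint fluorescence intensity; Times: 50 min dark incubation at room temperature; Controls: substrate-only low control, DMSO enzyme-plus-substrate high control; Doses: single 20 µM dose; Read-out: percent inhibition versus substrate-only and uninhibited controls; Reagent: 400 µM OMFP.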
NadD inh – inhibitors of Staphylococcus aureus NadD | AID 602399 | 0.78% of 360,000 active | inhibition, % at 20 µM | purified NadD enzyme, colorimetric absorbance read-out; in the data active = inhibition above about 26%; note: some compounds past the cut are filed as inactive
SUMO1 PPI mod – SUMO1-SIM interaction modulation; P63165; inhibition, % at 20 µM; 0.33% of 360,000 active; SUMO1 binding to a labelled peptide, TR-FRET, 1 h; in the data active = inhibition above about 37%
NRP1-CendR mod – alters CendR peptide binding to human NRP-1; inhibition, % at 25 µM; 0.85% of 360,000 active; O14786; FAM-RPARPAR peptide binding to NRP-1, fluorescence polarization;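 active = inhibition or corrected inhibition above about 18%, plus a signal ratio from 0.5 to 1.5, limit read from the data, passing the limit was not always enough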; note: strong numbers were not always called active
Rpn11 block – blocks the human proteasome subunit Rpn11. O00487. human 26S proteasome, Ub4-pepOG fluorescence polarization; 20S core pre-blocked with epoxomicin. calls only at 20 µM. 0.59% of 360,000 active;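 active = inhibition at 20 µM, scaled to each plate's controls, above about 33%, limit read from the data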
* = called active by the depositor; i = inactive; nt = not tested or not shown.

SMILES	MT1-MMP act inh	DNMT1 block	STEP inh	Scp1 inh	SKN-1 block	LMPTP block	NadD inh	SUMO1 PPI mod	NRP1-CendR mod	Rpn11 block
O=C(NC1CCCN(CCc2ccccc2)C1)C1CCCC1 (stereo not drawn)	6	0	-2	-6	-3	-2.0	-6	-2	7	i
Cc1oc(-c2ccc(-c3ccccc3)cc2)nc1CN(CCO)C(C)C	2	-1	-2	-6	16	0.0	-6	-1	-9	i
CCOc1ccc2c(c1)sc(=NC(=O)C1CC1)n2C	11	-3	-3	-3	16	-0.4	1	4	-1	i
COc1ccc(OC)c(/C=C2\SC(=S)N(NS(=O)(=O)c3ccc(C)cc3)C2=O)c1	1	6	0	-10	44	3.1	16	-9	-78	i
CSc1ccccc1NC(=O)CN(C)C(=O)CNc1ccc(C(F)(F)F)cc1[N+](=O)[O-]	1	-1	1	0	-5	-0.8	-4	-11	-5	i
CCOC(=O)N1CCC(NC(=O)C2CCCN(C(=O)N3CCOc4ccccc43)C2)CC1 (stereo not drawn)	-1	0	-5	4	-1	-2.1	0	0	17	i
CCCS(=O)(=O)N1CCC(C(=O)NCCN(C)Cc2ccccc2)CC1	2	0	-3	-15	-21	0.0	-3	3	-6	i
CC(C)Oc1ccc(CN2CCC2(C)C(=O)Nc2cccc3cccnc23)cc1 (stereo not drawn)	4	-3	2	nt	11	2.6	-2	-3	-2	i
COc1cc(/C=C(\C#N)c2nc3ccccc3[nH]2)ccc1OC(=O)c1ccco1	-126	-3	3	0	11	5.2	18	-6	-38	i
CN1CCc2c(sc3nc(SCC(=O)N4CCCCC4)n(-c4ccccc4)c(=O)c23)C1	-4	-2	0	1	24	6.7	10	-10	-17	i
O=C(NCc1cccs1)C(=O)c1cn(CC(=O)N2CCCC2)c2ccccc12	-4	-1	1	1	1	-0.4	-8	-11	3	i
O=C(Nc1cc(Cl)ccc1N1CCOCC1)c1ccc(N2CCCC2=O)cc1	-5	0	1	-5	-9	0.8	-4	-9	1	i
CCOc1ccc(S(=O)(=O)NCCC(=O)NCC2(N3CCCCC3)CCCCC2)cc1	-3	4	-4	-2	8	-1.5	-3	-2	18	i
O=C(CSc1ccc(-c2ccncc2)nn1)c1ccc(Cl)cc1	-3	8	3	2	-15	-0.5	-2	51*	-1	i
COC(=O)c1ccc(C)c(NS(=O)(=O)c2ccc(OC)c(OC)c2)c1	4	-1	-7	13	6	-1.5	0	0	-8	i

Pulled by structure from the list above, 2 records:
SMILES	MT1-MMP act inh	DNMT1 block	STEP inh	Scp1 inh	SKN-1 block	LMPTP block	NadD inh	SUMO1 PPI mod	NRP1-CendR mod	Rpn11 block
O=C(CSc1ccc(-c2ccncc2)nn1)c1ccc(Cl)cc1	-3	8	3	2	-15	-0.5	-2	51*	-1	i
O=C(NCc1cccs1)C(=O)c1cn(CC(=O)N2CCCC2)c2ccccc12	-4	-1	1	1	1	-0.4	-8	-11	3	i

Quoted from the listing.
`CC(C)Oc1ccc(CN2CCC2(C)C(=O)Nc2cccc3cccnc23)cc1` (stereo not drawn) – SUMO1 PPI mod: -3
`CCOc1ccc(S(=O)(=O)NCCC(=O)NCC2(N3CCCCC3)CCCCC2)cc1` – SKN-1 block: 8
`COc1cc(/C=C(\C#N)c2nc3ccccc3[nH]2)ccc1OC(=O)c1ccco1` – Scp1 inh: 0
`COC(=O)c1ccc(C)c(NS(=O)(=O)c2ccc(OC)c(OC)c2)c1` – SUMO1 PPI mod: 0

Going on with the list:
SMILES	MT1-MMP act inh	DNMT1 block	STEP inh	Scp1 inh	SKN-1 block	LMPTP block	NadD inh	SUMO1 PPI mod	NRP1-CendR mod	Rpn11 block
Nc1ccc(C(=O)c2cccs2)cc1[N+](=O)[O-]	-2	-1	-2	-5	4	-0.1	-6	-29	-6	i
COc1ccc(C(=O)Oc2cccc(Nc3ncnc4ccccc34)c2)cc1OC	-13	-9	-3	-1	-5	4.7	5	14	11	i
COc1ccc2nc(C)c(C(=O)NN)cc2c1	1	0	-2	1	-8	-0.5	1	-3	2	i
CN1C(=O)NC(c2ccccc2)C2=C1CN(CCc1ccccc1)C2=O (stereo not drawn)	18	-1	-2	-5	-1	-1.7	5	3	-10	i
NC(=S)NN=C(c1ccccc1)c1ccccc1	1	-2	-2	-3	21	-0.7	5	-9	0	i
COc1cc(OC)c(NC(=O)CNC(=O)Cn2ccc3ccccc3c2=O)cc1Cl	3	3	-2	-2	10	0.7	4	2	-6	i
COc1cccc(NC(=O)C(c2ccccc2)N2CCCCC2)c1 (stereo not drawn)	-2	-3	-1	-10	11	-1.8	-5	-5	18	i
CC(=O)Nc1ccccc1-c1nc2ccccc2nc1OCC(=O)c1ccc2ccccc2c1	-11	3	3	-7	14	1.2	2	-9	-4	i
Cc1ccc(NS(=O)(=O)c2ccc(Br)s2)nc1	-10	-13	2	-7	-4	2.9	3	-1	-4	i
O=C(O)CC(NC(=O)COc1ccc(Cl)cc1Cl)C(=O)O (stereo not drawn)	-7	2	1	0	13	-1.0	3	2	13	i
Nc1nnc(CSCc2ccccc2Cl)s1	-4	-3	0	-7	13	0.5	3	0	-3	i
CCn1cnc2c1c(=O)n(Cc1nnc3n1-c1ccccc1SC3)c(=O)n2Cc1ccccc1	1	-1	-1	4	-4	-2.7	5	-2	9	i
Cc1ccccc1C(C)NS(=O)(=O)c1ccc2c(c1)OCCO2 (stereo not drawn)	0	-2	-1	1	0	-0.8	-7	-3	-1	i
COCc1nc2oc3ccc(C)cc3c(=O)c2cc1C(=O)OC	-2	0	1	1	-3	0.9	-8	-24	-11	i
O=C(Nc1cccc(Cl)c1)c1cccc(Oc2ccc([N+](=O)[O-])cc2Cl)c1	3	-8	-2	-5	-1	2.4	3	-3	23	i
COc1ccc(CCNC(=O)CSC2=NS(=O)(=O)c3ccccc3N2)cc1OC	-3	3	2	8	6	-0.7	-3	4	3	i
Clc1ccc(N2CCN(c3ccnc(Cl)n3)CC2)cc1	6	17	1	-17	57*	0.9	-9	-3	0	i
Cc1ccc(NC(=O)Cn2c(C)cc(C)c(C#N)c2=O)c(Cl)c1	4	-4	-2	5	11	1.1	-4	-3	-12	i
COc1ccc(C2CC2/C(=N/O)c2ccccc2)cc1 (stereo not drawn)	1	0	0	-3	-7	-0.2	-7	0	2	i
CCOC(=O)c1nnn(-c2nonc2N)c1CSc1ccccc1	5	-1	-2	-2	-14	-0.9	8	-1	-2	i
CN(C)c1cc(N/N=C/c2ccccc2C(F)(F)F)nc(N(C)C)n1	-9	-14	0	0	-7	2.3	-2	-3	5	i
CCOc1ccc(CCNC(=O)CCS(=O)(=O)c2ccc(C)cc2)cc1OCC	-1	-2	0	-4	6	-0.4	-4	2	5	i
CCOc1ccc(S(=O)(=O)NC2CCCCC2C)cc1 (stereo not drawn)	-2	0	-1	-5	5	1.4	1	0	4	i
O=C(Nc1ccc(Cl)c(Cl)c1)c1ccc(Cl)c(Cl)c1	-4	-3	-2	-13	4	0.3	9	-2	-3	i
O=C1CC(c2ccccc2Oc2cccc(Cl)c2)C(n2cncn2)C(=O)C1C1NCCc2ccccc21 (stereo not drawn)	1	0	4	8	0	0.6	10	2	9	i
O=C(CCC(=O)OCc1ccc([N+](=O)[O-])cc1)Nc1ccccc1Cl	-5	0	0	-7	3	-1.4	2	-4	5	i
C=CCSc1nc2c(c(=O)[nH]c(=O)n2C)n1C/C=C(/C)Cl	3	4	-4	-14	-5	-1.1	-1	9	-1	i
CCN(CC)C(=O)C12CC3CC(CC(Cl)(C3)C1)C2	0	-2	1	-12	-2	-1.9	-3	-2	2	i
CC(C)NC(=O)COc1cccc2ccccc12	1	-2	-3	-8	9	-1.7	-5	-2	10	i
Cc1[nH]c2ccc(C(=O)NCCCN3CCCC3)cc2c1C	1	-7	1	-11	7	0.4	4	-20	6	i
CCN1CCN(C(=O)c2ccccc2NC(=O)c2ccc(Cl)cc2)CC1	3	-1	-3	-2	-13	-0.6	1	6	6	i
O=C1NC(c2cccc(Br)c2)=N/C1=C\c1ccco1	0	20	2	-4	13	3.9	10	5	-39	i
O=C(/C=C/c1cccc(F)c1)NCCCn1ccnc1	2	1	-2	0	-18	-5.9	-5	-3	5	i
CC(CCc1ccccc1)NC(=O)CN1CCN(c2ccccc2)CC1 (stereo not drawn)	-1	-1	-2	-2	-17	-1.8	-1	0	7	i
NC(=S)n1[nH]c(-c2ccc([N+](=O)[O-])cc2)c(N=Nc2cccc(Cl)c2)c1=O	-2	-3	2	34	6	13	93*	11	-4	i
CN(CC(=O)Nc1ccccc1Br)C(=O)c1cccnc1Nc1cccc(C(F)(F)F)c1	1	-8	-1	-3	11	3.2	0	4	-3	i
Cc1cc(C)cc(OCC(=O)N(Cc2ccc(N(C)C)cc2)C2CCS(=O)(=O)C2)c1 (stereo not drawn)	2	0	1	0	-12	0.0	-4	-1	-23	i
O=C(NCc1ccco1)c1ccc(COc2ccccc2Cl)cc1	-2	16	-1	-8	5	3.6	-6	0	-16	i
CCOC(=O)C1CCCN(C(=O)c2cccc(NC(=O)C(CC)CC)c2)C1 (stereo not drawn)	-5	-2	-1	-1	-17	-0.6	3	-1	4	i
O=C(C(=O)N1CCC(Cc2ccccc2)CC1)c1ccccc1Br	-2	nt	nt	nt	-8	2.8	nt	2	2	nt
CCN(CC)C(=O)Cn1cc(C(=O)C(=O)NCC2COc3ccccc3O2)c2ccccc21 (stereo not drawn)	-3	-2	-1	-7	14	0.2	3	16	-12	i
COc1cccc(Nc2nc(-c3cccc(N4C(=O)c5ccccc5C4=O)c3)cs2)c1	-1	-9	-8	-2	0	1.5	27	1	-1	i
CCOC(=O)N1CCN(S(=O)(=O)c2ccc(C)c(C)c2C)CC1	1	-1	0	-11	0	-0.3	4	-1	-8	i
CCC1(C)Cc2nc3[nH]c(=S)n(-c4ccccc4C)c(=O)c3cc2CO1 (stereo not drawn)	2	0	2	-2	2	-1.8	-2	3	4	i
COc1ccc2c(c1)oc(=O)c1c3ccccc3[nH]c21	0	26	3	43	10	14	3	-5	-2	i
CCN(C(C)=O)c1ccc(Oc2nc(OC)cc(OC)n2)cc1	2	2	-1	3	-2	-1.0	-2	-4	11	i
Cc1c(C=O)c(=O)n(-c2ccccc2)n1-c1ccccc1	4	-2	-2	4	5	0.2	1	-2	1	i
CCOC(=O)c1ccccc1OCc1cc(/C=N/n2cnnc2)ccc1OC	3	1	-2	-10	6	0.2	-3	-4	-10	i
Cc1ccc(NC2OC(CO)C(O)C2O)cc1[N+](=O)[O-] (stereo not drawn)	0	-8	2	-4	11	-0.6	-2	-1	6	i

Bioassay records from PubChem.

Compounds as they come. About 3.9% of those tested had a hit in this group.
